MEKK2wt PB1 HTS: raises or lowers MEK5 binding to wildtype human MEKK2 PB1 domain. bead flow cytometry, Alexa488-MEK5 binding to MEKK2 WT; actives lie on both sides. binding response (% of control), % at 10 µM. 1.1% of 290,000 active; in the data active = binding response below about 67% or above about 130%
MEKK2mut PB1 HTS: signal of MEK5 binding to mutant human MEKK2 PB1 domain; bead flow cytometry, Alexa488-MEK5 binding to MEKK2 mutant; percent response, % at 10 µM; 0.35% of 290,000 active; in the data active = percent response above about 24%, passing the limit was not always enough; note: inactives centre near 1; some results filed as inactive read as strong as hits; reference of the scale not given here
IDE act: activators of human insulin-degrading enzyme in cells; AID 493087; 0.073% of 340,000 active; HEK cells, FAbeta-B cleavage, fluorescence polarization; 0% vehicle, 100% cell-free pure enzyme wells; activation, % at 5.96 µM; P14735;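 active = activation above the mean of all tested compounds plus 3 SD, set per screening campaign, cut at about 17% in these data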
Target sequence (P14735 whole entry, looked up): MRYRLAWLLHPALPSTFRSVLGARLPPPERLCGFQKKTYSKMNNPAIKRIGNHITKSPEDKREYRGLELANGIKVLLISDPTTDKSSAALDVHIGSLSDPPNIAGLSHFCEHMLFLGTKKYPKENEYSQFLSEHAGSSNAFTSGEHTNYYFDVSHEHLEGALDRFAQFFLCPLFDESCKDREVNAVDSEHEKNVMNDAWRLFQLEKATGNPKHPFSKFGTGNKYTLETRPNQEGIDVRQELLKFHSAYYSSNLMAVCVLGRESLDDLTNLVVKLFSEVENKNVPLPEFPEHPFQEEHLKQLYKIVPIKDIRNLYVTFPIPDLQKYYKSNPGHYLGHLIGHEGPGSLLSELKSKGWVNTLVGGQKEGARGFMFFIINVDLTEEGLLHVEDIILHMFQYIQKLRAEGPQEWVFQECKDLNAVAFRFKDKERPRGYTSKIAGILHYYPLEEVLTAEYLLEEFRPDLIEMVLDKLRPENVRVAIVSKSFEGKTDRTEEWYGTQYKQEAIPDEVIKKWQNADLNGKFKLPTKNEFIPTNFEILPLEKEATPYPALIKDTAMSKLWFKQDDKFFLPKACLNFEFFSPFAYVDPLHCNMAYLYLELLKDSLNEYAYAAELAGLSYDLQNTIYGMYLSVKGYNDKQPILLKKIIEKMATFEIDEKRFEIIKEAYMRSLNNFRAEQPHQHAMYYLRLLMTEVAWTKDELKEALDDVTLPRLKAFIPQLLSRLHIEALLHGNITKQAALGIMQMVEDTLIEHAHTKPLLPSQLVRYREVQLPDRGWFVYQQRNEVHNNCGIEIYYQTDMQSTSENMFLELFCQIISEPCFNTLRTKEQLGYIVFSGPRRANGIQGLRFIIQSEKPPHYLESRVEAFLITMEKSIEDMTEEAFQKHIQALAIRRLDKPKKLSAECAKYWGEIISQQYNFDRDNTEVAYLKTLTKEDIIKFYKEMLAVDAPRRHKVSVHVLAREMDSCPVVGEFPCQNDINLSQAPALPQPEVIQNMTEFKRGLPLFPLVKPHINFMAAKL
IDE cell inh: inhibitors of human insulin-degrading enzyme in cells; HEK cells, FAbetaB cleavage, fluorescence polarization; inhibition, % at 5.59 µM; 0.41% of 320,000 active;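 active = percent inhibition above the average of all tested compounds plus 3 SD, set per screening campaign, cut at about 16% in these data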;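 note: IDE supplied by intact live HEK cells; FP after avidin binding of uncleaved biotin substrate so inhibition keeps polarization high; 0% = DMSO wells and 100% = 60 µM reference IDE inhibitor Ii1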
M18AAP inhibitor: PfM18AAP enzyme inhibition; recombinant PfM18AAP, H-Glu-NHMec fluorogenic cleavage; inhibition, % at 7.35 µM; 1.2% of 290,000 active;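 active = inhibition above the campaign mean inhibition over all tested compounds plus 3 SD, cut at about 28% in these data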;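 note: 0% = plate median of test compound wells and 100% = 2 mM ZnCl2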
MEKK3 PB1 HTS: raises or lowers MEK5 binding to the human MEKK3 PB1 domain; binding response (% of control), % at 10 µM; 1.4% of 290,000 active; bead-based flow cytometry, Alexa488-MEK5 binding to MEKK3; actives lie on both sides; 0 = blocked by unlabeled MEK5, 100 = vehicle; Q99759;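 active = binding response more than 3 SD above or below the average of its plate-row segment, actives on both sides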;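 note: Alexa488 bead fluorescence after subtracting the streptavidin-only scavenger bead signal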
pCIP destab: compounds decreasing mouse p/CIP protein stability; 0.01% of 290,000 active; decrease of EGFP signal, % at 10 µM; F442A p/CIP-EGFP cells, EGFP fluorescence, 16 h; Q05BA5; AID 1984;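 active = EGFP signal decrease of at least 30% at 10 µM or well 3 SD below plate mean, unless failing retest; inactive = the rest, including hits failing retest or dose response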; note: some compounds called inactive have numbers as strong as hits; many of its hits are not listed in these tables
UBC9 SUMO inh: blocks human SUMOylation mediated by UBC9; P63279; HTRF SUMOylation assay, SAE1/SAE2 + UBC9, in vitro; inhibition, % at 35 µM; 0.36% of 290,000 active; in the data active = inhibition above about 50%, passing the limit was not always enough; note: strong numbers were not always called active
NALP1 inh: inhibitors of NALP1 inflammasome in yeast. S. cerevisiae NALP1/ASC/caspase-1 growth, X-gal OD620, 72 h. inhibition, % at 10 µM. 0.61% of 280,000 active. AID 2071; in the data active = inhibition mostly above about 24%, no sharp cut-off; inactive = mostly below about 32%; note: some compounds called inactive have numbers as strong as hits
Starred values were filed as active, the others as inactive; . = not tested or not shown.

SMILES	MEKK2wt PB1 HTS	MEKK2mut PB1 HTS	IDE act	IDE cell inh	M18AAP inhibitor	MEKK3 PB1 HTS	pCIP destab	UBC9 SUMO inh	NALP1 inh
COc1ccc2c(c1)CCC1C2=NN(/C(C)=C\C(C)=O)C1c1ccc(F)cc1 (stereo not given)	80.0	12.0	4.4	4.9	-2.5	103.0	1.8	14.9	22.9
CC(C)(C)c1cc(C(=O)O)n[nH]1	97.0	0.0	-0.2	3.1	5.7	96.0	-8.1	-10.4	54.9
CC(C)CCN1C(=O)c2ccc(C(=O)NCc3ccco3)cc2C1=O	100.0	2.0	-5.1	-1.6	5.2	102.0	-7.1	-7.2	4.5
O=C(NO)c1ccc(C(=O)N(C2CCCCC2)C2CCCCC2)cc1	99.0	-2.0	-4.9	-8.7	2.4	98.0	-15.8	-15.2	4.7
CC1CCCC(C)N1CC(O)COCc1ccccc1 (stereo not given)	107.0	4.0	-3.9	0.4	-11.4	104.0	-6.0	17.0	14.0
COc1cccc(N(C(=O)CS(=O)CC(=O)Nc2ccc(F)cc2)C(C(=O)NC2CCCCC2)c2cccs2)c1 (stereo not given)	100.0	2.0	5.4	0.7	-1.6	101.0	-27.8	13.7	.
Cc1ccc(C)c(N(CC(=O)NC(C)C)C(=O)CCC(=O)Nc2ccccn2)c1	107.0	4.0	6.0	2.2	2.2	108.0	1.8	3.1	4.5
O=C(Nc1cccc(-c2cnc3ccccc3n2)c1)C1CC(=O)N(c2ccccc2)C1 (stereo not given)	109.0	7.0	1.3	-5.9	-5.6	103.0	-13.4	7.8	5.0
COc1ccc(OC)c(NC(=O)c2cc(-c3cc(C)c(C)cc3O)n[nH]2)c1	105.0	2.0	-2.8	-6.1	3.1	101.0	-4.8	11.1	19.2
Cc1ccc2cc(/C=N/NC(=O)c3ccc(F)cc3)c(Cl)nc2c1	104.0	3.0	-11.2	0.2	2.9	102.0	16.9	-3.5	0.2
CN1C(C(=O)NCc2cccc(Br)c2)CC2Cn3c(nc4ccccc43)C21 (stereo not given)	99.0	-7.0	0.3	0.0	.	104.0	-14.7	14.8	.
Cc1ccc2nc(-c3ccc(NC(=O)CSc4ccccc4)cc3)[nH]c2c1	86.0	-6.0	-8.0	-1.9	-1.4	89.0	-8.6	10.9	37.7
C/C=C/C=N/Nc1nc(C)cc(=O)[nH]1	.	.	2.9	-1.2	5.5	.	-13.2	-1.7	-30.8
COCCC(=O)N1CCC(Oc2ccc(C(=O)NC3Cc4ccccc4C3)cc2)CC1	96.0	-7.0	2.8	6.5	-5.1	95.0	-7.1	-2.3	10.6
COC/C=C/C1=CC2=CC(=O)C(C)(OC(=O)c3cnc4ccccc4n3)C(=O)C2=CN1CCCOC(C)C (stereo not given)	90.0	3.0	3.2	-1.8	.	91.0	-17.8	11.7	-10.5
Cc1cnc(NC(=O)CSc2nnc(C)n2N)s1	107.0	0.0	-2.9	5.1	0.8	108.0	-9.0	8.3	13.7
Cc1cc2c(cc1C)[n+](C)cn2CC(O)COCC1CC=CCC1 (stereo not given)	111.0	0.0	4.4	-3.6	4.3	115.0	1.0	-6.9	-5.2
O=C(O)CCC(=O)Nc1ccc(Br)c(Cl)c1	98.0	4.0	-1.0	-2.2	-0.7	99.0	0.4	-8.8	-23.9
CCOC(=O)c1c(NC(=S)Nc2ccc(C)cc2)sc2c1CCC2	102.0	-1.0	6.8	6.0	2.3	103.0	-7.7	-2.3	23.4
N/C(CN1CCSCC1)=N\OCc1c(F)cccc1Cl	101.0	-1.0	7.3	4.2	-9.1	99.0	-5.8	21.2	32.3

Taken from above.
For MEKK2mut PB1 HTS, `COc1ccc(OC)c(NC(=O)c2cc(-c3cc(C)c(C)cc3O)n[nH]2)c1` shows 2.0
For UBC9 SUMO inh, `Cc1ccc(C)c(N(CC(=O)NC(C)C)C(=O)CCC(=O)Nc2ccccn2)c1` shows 3.1

Remaining list, next part
SMILES	MEKK2wt PB1 HTS	MEKK2mut PB1 HTS	IDE act	IDE cell inh	M18AAP inhibitor	MEKK3 PB1 HTS	pCIP destab	UBC9 SUMO inh	NALP1 inh
Oc1[nH]c2ccccc2c1N=Nc1ccccc1F	102.0	2.0	-17.5	5.5	1.9	102.0	-13.0	36.3	31.2
CSCc1cc(N(C)C)nc(SCc2ccc(Cl)c(Cl)c2)n1	106.0	5.0	4.2	-1.6	-5.3	101.0	-4.9	10.5	8.3
COc1cccc(NS(=O)(=O)c2ccc3c(c2)NC(=O)C(C)S3)c1 (stereo not given)	97.0	0.0	6.6	1.9	2.9	96.0	-9.2	12.8	17.6
Cc1c(NC(=O)CSc2nnnn2-c2ccc(F)cc2)c(=O)n(-c2ccccc2)n1C	98.0	-5.0	4.2	3.1	-4.0	99.0	-7.1	-6.3	-7.1
CCN(CC)CCCNC(=O)c1cc(Sc2nnc(C)s2)nc2ccccc12	101.0	-2.0	3.9	0.0	-6.1	97.0	3.4	4.3	17.0
CCOC(=O)C1CCCN(Cc2nc(Cc3ccccc3Cl)no2)C1 (stereo not given)	108.0	8.0	5.3	0.4	-5.0	108.0	-4.1	11.5	-7.4
COc1cccc(C2C(C#N)=C(N)N(N(C)C)C3=C2C(=O)CCC3)c1 (stereo not given)	107.0	7.0	3.4	2.0	8.0	107.0	-0.3	6.6	15.2
CCOc1ccc(/C=N/N2CCN(Cc3ccccc3)CC2)cc1	102.0	2.0	0.2	1.0	-16.4	94.0	-6.4	12.8	15.3
O=C(CNc1n[nH]c(=O)[nH]c1=O)N/N=C/c1ccccc1	96.0	0.0	.	-2.7	-0.3	102.0	-0.9	7.3	7.4
COc1ccc(C)cc1NC(=O)C1CC(=O)OC12CCCCC2 (stereo not given)	97.0	1.0	5.4	0.5	-0.4	101.0	-7.0	15.7	5.4
O=C(Nc1cccnc1)c1cc2c(s1)-c1ccccc1OC2	103.0	0.0	-11.3	8.2	0.7	101.0	3.5	20.6	28.9
COc1cccc(CN2CC(C(=O)NCCCc3ccc(C)cc3)CCC2=O)c1 (stereo not given)	103.0	1.0	0.5	-3.9	-8.0	98.0	-3.8	0.6	8.8
O=C(O)/C=C/C(=O)NNC(=O)c1cc(-c2ccccc2)n[nH]1	97.0	0.0	-2.4	6.3	10.1	104.0	-0.4	5.1	-7.0
CCCCCOC(=O)C1C(c2ccccc2)C(C(=O)O)C1c1ccccc1 (stereo not given)	90.0	-3.0	0.3	4.0	-1.3	86.0	-3.9	9.1	40.8
Cc1[nH][nH]c(=O)c1C(c1ccc(F)cc1)c1c(C)[nH][nH]c1=O	105.0	5.0	-0.7	-1.6	27.2	99.0	5.9	3.3	1.4
COc1ccc(NC(=O)C2C3C=CC(C3)C2C(=O)NCc2ccco2)cc1 (stereo not given)	95.0	-4.0	2.4	3.3	0.3	100.0	0.0	16.6	2.6
CC(NCC(=O)Nc1cc(S(=O)(=O)N2CCCCCC2)ccc1Cl)c1ccccc1 (stereo not given)	101.0	0.0	4.7	4.9	2.3	102.0	-6.8	-10.2	-2.3
CC(C)(Oc1ccc(Cl)cc1)C(=O)NC1=NN(c2ccccc2)C(=O)C1	91.0	-1.0	6.3	4.3	-0.6	102.0	8.7	47.9	-2.8
COCCN(CC(=O)NC1CCCCC1)C(=O)CSc1nc2ccccc2o1	90.0	-4.0	6.4	-2.7	5.8	87.0	38.2	-21.9	-3.7
CCOC(=O)CC1(NC(=O)c2cc(COc3cccc(OC)c3)on2)CCCCC1	96.0	-2.0	-0.3	5.3	1.5	99.0	-0.6	-10.1	11.2
COc1ccc(N2CCN(Cc3nnnn3C3CCCCC3)CC2)cc1	98.0	-4.0	0.9	-0.8	4.6	99.0	-24.1	3.7	11.9
Cc1[nH]n(-c2ccccc2)c(=O)c1C(=O)c1ccc(Cl)cc1	101.0	1.0	-2.0	1.8	2.1	99.0	15.6	1.9	-59.9
O=C(Oc1ccc(Br)cc1C(=S)N1CCOCC1)c1ccc([N+](=O)[O-])cc1[N+](=O)[O-]	103.0	-4.0	1.2	-2.1	25.5	97.0	8.1	-3.2	11.8
CCOc1ccc(CCNC(=O)c2cc(=O)[nH]c3ccc(S(=O)(=O)N(CC)CC)cc23)cc1OCC	96.0	-3.0	5.2	1.7	1.1	100.0	-2.8	7.3	10.6
Cc1ccc(OC(=O)c2ccccc2P(=O)(O)O)cc1	98.0	-3.0	0.5	-4.1	8.4	94.0	-6.3	6.0	2.5
O=C1CC(=O)Nc2cc(S(=O)(=O)Nc3cccc(C(F)(F)F)c3)ccc2N1	106.0	4.0	2.3	0.2	1.9	104.0	-8.9	10.4	-3.9
C#CCOCCOCCOCCNc1nc(N2CCN(C(=O)[C@H](CCCCN)n3cc(C(N)CO)nn3)CC2)nc(N2CCN(C(=O)[C@H](CCC(=O)O)n3cc(C(N)Cc4ccc(O)cc4)nn3)CC2)n1 (stereo not given in full)	106.0	7.0	.	.	.	102.0	-6.3	22.8	.
Cc1cc(OCC(=O)Nc2ccc(CN3CCCCC3)cc2)ccc1Cl	114.0	4.0	.	0.6	1.9	97.0	-4.5	9.4	10.6
Cc1cccc(CNC(=O)C2CCC(=O)N(C3CC3)C2)c1 (stereo not given)	106.0	5.0	-0.7	-1.4	1.3	101.0	6.8	-8.0	12.4
Cc1ccc(C)c(NC(=O)CSc2nc3nc(-c4cccs4)cc(C(F)(F)F)c3c(=O)[nH]2)c1	93.0	-3.0	5.5	-3.5	2.7	95.0	-14.6	28.3	.
CC1=NC(C(F)(F)F)(C(F)(F)F)C(C#N)=C(C)N1	99.0	3.0	5.1	-5.3	0.0	101.0	-5.9	5.1	34.0
NC(=O)c1c(N)sc2c1CCCC2	103.0	1.0	0.7	0.6	23.1	100.0	-14.0	10.6	20.1
O=C(NCCc1ccccc1)C1CCCN(c2cnccn2)C1 (stereo not given)	101.0	-2.0	6.5	3.0	-11.2	101.0	4.1	6.8	24.0
Cc1ccc(C(=O)N/C(=C\c2cn(S(=O)(=O)N(C)C)c3ccccc23)C(=O)NCCCN2CCOCC2)cc1	108.0	3.0	4.3	1.8	1.1	102.0	-0.4	0.6	30.3
CCCn1c(CC)nc([N+](=O)[O-])c1Sc1ccc(F)cc1	102.0	0.0	6.6	0.3	1.9	101.0	-19.1	10.4	16.2
O=C(Cn1cnc2c(nnn2Cc2ccccc2)c1=O)NCC1CCCO1 (stereo not given)	114.0	9.0	-1.7	-1.2	-21.4	109.0	-0.4	-8.7	.
CCS(=O)(=O)N1CCN(CC(=O)NC2CCCCC2)CC1	99.0	3.0	-2.1	0.9	1.6	100.0	-6.8	3.6	3.5
COc1cc(S(=O)(=O)Nc2ccccc2)ccc1N=Cc1c(C)[nH]n(-c2ccc(C)cc2)c1=O	110.0	0.0	.	-10.9	-1.4	106.0	0.1	-14.3	15.9
Cc1ccccc1CN1CCN(Cc2cc3ccccc3o2)CC1CCO (stereo not given)	112.0	9.0	4.9	-1.1	-1.2	108.0	-9.7	-1.9	17.2
Cc1ccc(CSc2nnc(-c3ccccn3)n2C)cc1	105.0	2.0	5.2	3.3	3.4	102.0	-3.1	-3.6	2.9

Of the compounds above, these have a nitro group on carbon.
SMILES	MEKK2wt PB1 HTS	MEKK2mut PB1 HTS	IDE act	IDE cell inh	M18AAP inhibitor	MEKK3 PB1 HTS	pCIP destab	UBC9 SUMO inh	NALP1 inh
O=C(Oc1ccc(Br)cc1C(=S)N1CCOCC1)c1ccc([N+](=O)[O-])cc1[N+](=O)[O-]	103.0	-4.0	1.2	-2.1	25.5	97.0	8.1	-3.2	11.8
CCCn1c(CC)nc([N+](=O)[O-])c1Sc1ccc(F)cc1	102.0	0.0	6.6	0.3	1.9	101.0	-19.1	10.4	16.2

These rows are one share of the data; rates above refer to the full screens.
